# Source: PubChem BioAssay
# TDP1 cell noCPT = qHTS for Inhibitors of human tyrosyl-DNA phosphodiesterase 1 (TDP1): qHTS in cells in absence of CPT; DT40 Tdp1-/- hTDP1 cells, no CPT, ATP luminescence, 48 h; Potency, µM (doses to about 46.2 µM), without a hit: top-dose activity change, negative = growth inhibition, actives largely listed as inhibitors; 420,000 tested, 15% active; note: nearly all actives have a fitted effect of over 55% in size
#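 Cells were dispensed at 400 per well, compounds added by pin tool, plates incubated ≥48 hr at 37 °C, then CellTiter-Glo added for 30 min at room temperature before luminescence reading. Line: DT40 Tdp1-/- complemented with hTDP1; camptothecin omitted.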
# KAT2A inh = blocks human GCN5L2 histone acetyltransferase | Potency, µM (highest dose often 58.9 µM), for inactives: at the highest dose activity change, negative = inhibition, most hits filed as inhibitors | GCN5L2 HAT assay, ThioGlo1 CoA-SH fluorescence | 390,000 tested, 0.21% active
# Target sequence (Q92830 whole entry, looked up): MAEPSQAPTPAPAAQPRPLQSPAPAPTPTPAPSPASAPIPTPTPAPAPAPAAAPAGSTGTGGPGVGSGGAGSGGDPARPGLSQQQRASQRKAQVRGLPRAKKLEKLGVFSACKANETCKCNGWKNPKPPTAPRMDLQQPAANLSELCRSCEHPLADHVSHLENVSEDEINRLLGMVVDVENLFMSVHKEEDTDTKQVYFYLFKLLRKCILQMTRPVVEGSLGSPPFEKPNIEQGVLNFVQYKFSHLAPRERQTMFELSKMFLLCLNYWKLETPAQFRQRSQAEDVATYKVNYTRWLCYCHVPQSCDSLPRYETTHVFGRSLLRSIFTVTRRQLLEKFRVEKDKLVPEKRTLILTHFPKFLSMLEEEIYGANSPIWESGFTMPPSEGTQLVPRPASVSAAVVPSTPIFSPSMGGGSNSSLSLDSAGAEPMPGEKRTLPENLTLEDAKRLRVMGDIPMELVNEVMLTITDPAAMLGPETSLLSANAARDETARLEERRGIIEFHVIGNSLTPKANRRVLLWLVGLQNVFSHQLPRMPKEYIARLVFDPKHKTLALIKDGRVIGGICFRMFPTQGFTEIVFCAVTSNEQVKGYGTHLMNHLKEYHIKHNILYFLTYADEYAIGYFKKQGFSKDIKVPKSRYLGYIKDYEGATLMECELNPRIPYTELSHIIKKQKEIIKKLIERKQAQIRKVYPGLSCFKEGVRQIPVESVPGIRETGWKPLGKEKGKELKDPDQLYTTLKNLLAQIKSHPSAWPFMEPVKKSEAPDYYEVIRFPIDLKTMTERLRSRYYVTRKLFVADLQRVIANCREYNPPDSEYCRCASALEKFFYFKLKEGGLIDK
#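 Compounds, pin-transferred from DMSO stocks, meet 20nM GCN5L2 for 15 min before the reaction begins with H3(1-25) peptide (75uM) and acetyl-CoA (70uM). Thiol-reactive ThioGlo1 reports CoA release over 20 min at room temperature.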
# TDP1 cell CPT = growth inhibition of DT40 Tdp1-/-;hTDP1 cells with camptothecin (screen for TDP1 inhibitors) | chicken DT40 Tdp1-/-;hTDP1 cells + 20 nM CPT, ATP luminescence, 48 h | Potency, µM (highest dose often 46.2 µM), inactives show at the top dose activity change, negative = growth inhibition, hits mostly inhibitors | 420,000 tested, 12% active | AID 686979; note: nearly all actives have a fitted effect of over 55% in size
#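 Cell growth measured by CellTiter-Glo luminescence after a minimum 48 h, 37 C compound exposure with 20 nM CPT in Tdp1-knockout DT40 cells stably expressing hTDP1, seeded 400/well; qHTS titration format.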
# * = called active by the depositor; ? = inconclusive; . = not tested or not shown. Calls come from the whole dose curve; as a rule, active = well fitted curve in the direction sought with a large enough effect; inconclusive = small, poorly fitted or top-dose-only effect, or another doubt; inactive = no such curve, though single readings can be large; an effect the other way counts as inactive or inconclusive. % is set by controls: 0 for no effect and ±100 for the full control effect; potency is the fitted concentration of half-maximal effect. The list is partial; the hit share may differ from the screen's.
# A first look:
SMILES,TDP1 cell noCPT,KAT2A inh,TDP1 cell CPT
CCN1C(C(=O)c2ccccc2)=C(Nc2ccccc2C)c2ccccc2S1(=O)=O,?,-2%,-29%
Cc1nn(C)c(C(=O)N/N=C/c2cccnc2)c1Cl,2%,-7%,1%

# Main list, from the start:
SMILES,TDP1 cell noCPT,KAT2A inh,TDP1 cell CPT
CCN1C(C(=O)c2ccccc2)=C(Nc2ccccc2C)c2ccccc2S1(=O)=O,?,-2%,-29%
Cc1nn(C)c(C(=O)N/N=C/c2cccnc2)c1Cl,2%,-7%,1%
CN(C(=O)CSCC(=O)O)C1CCCCC1,-3%,1%,-14%
NC(=O)c1sc2nc(-c3ccco3)ccc2c1N,-26%,-13%,-19%
COc1cc(/C=C/C(=O)NC(C)C)ccc1OCc1ccccc1,-2%,-1%,-3%
O=C(O)/C=C/C(=O)Nc1cccc2c1-c1ccccc1C2=O,?,.,?
COC(=O)Nc1ccc(S(=O)(=O)NC2CCCCC2)cc1,-16%,-11%,-13%
Cc1cc(C)c(OCCOCCn2c(-c3ccc(Cl)cc3)nc3ccccc3c2=O)c(C)c1,-12%,-8%,?
CCCCn1c(-c2csc3c2CCC(C)C3)n[nH]c1=S (centres undefined),?,-9%,-10%
O=C(c1ccc(-c2ccccc2)cc1)N1CCN(c2ccc3c(c2)C2CC3CCN2C(=O)OCc2ccccc2)CC1 (centres undefined),?,.,?
CN1CCN(NC(=O)C23CC4CC(CC(C4)C2)C3)CC1,22%,0%,?
COc1ccc(-c2nc3c(C)cc(Br)cn3c2Cc2ccc(C)cc2)cc1OC,?,.,?
COc1cccc(NC(=S)N/N=C2/CCCCc3ccccc32)c1,?,-6%,?
CC(=O)OCCN1C(=O)c2cccnc2C1=O,-15%,-5%,-1%
CCOC(=O)N/N=C\c1ccc(C)s1,-2%,1%,3%
CC(C)C(NS(=O)(=O)c1ccc2c(c1)oc(=O)n2C)C(=O)N1CCN(C2CCCCC2)CC1 (centres undefined),-10%,2%,1%
COC(=O)NCN1C(=O)C2C3C=CC(C3)C2C1=O (centres undefined),13%,-3%,5%
C=CCNC(=O)CN1C(=O)NC(C)(c2ccc(OC)cc2)C1=O (centres undefined),-1%,-4%,23%
CN(Cc1ccccc1)C(=O)C(=O)c1ccccc1,-28%,.,-21%
COc1ccc(OCC(=O)Nc2ccccc2OC)cc1,-4%,-4%,-6%

# Profiles, quoted from the list. Values in the order: TDP1 cell noCPT	KAT2A inh	TDP1 cell CPT
# Cc1nn(C)c(C(=O)N/N=C/c2cccnc2)c1Cl across the screens: 2%	-7%	1%
# CN(Cc1ccccc1)C(=O)C(=O)c1ccccc1 across the screens: -28%	.	-21%
# CCOC(=O)N/N=C\c1ccc(C)s1 across the screens: -2%	1%	3%

# Later entries:
SMILES,TDP1 cell noCPT,KAT2A inh,TDP1 cell CPT
COc1cc(NS(=O)(=O)c2ccc(NC(=O)COc3ccc(Cl)cc3Cl)cc2)nc(OC)n1,2%,-2%,-3%
CCCCn1c(=O)c(CCC(=O)OCC(=O)Nc2cc(Cl)ccc2OC)nc2ccccc21,-27%,-3%,-14%
C=CCc1c(C)[nH]c2ccc(C)cc2c1=O,?,0%,-25%
C=C(c1ccc2ccccc2n1)c1cccs1,14µM*,.,11µM*
COc1ccccc1CCN=C(N)NS(=O)(=O)c1ccccc1F,-8%,0%,-1%
O=C(NCC(=O)N(Cc1cccs1)C(C(=O)NC1CCCCC1)c1ccco1)c1ccco1 (centres undefined),-25%,-2%,-19%
CCSc1nc2c(c(=O)[nH]c(=O)n2C)n1CC(O)COc1ccc(Cl)cc1 (centres undefined),9.2µM*,3%,?
CCc1ccc(NC(=O)COC(=O)c2ccc(Cl)c(S(=O)(=O)N3CCCCCC3)c2)cc1,-4%,-11%,-20%
Cn1c(SCC(=O)Nc2cccc(O)c2)nnc1-c1ccc(S(=O)(=O)N2CCOCC2)cc1,-23%,1%,0%
CCOC(=O)C1CCCN(C(=O)CSc2nccn2C)C1 (centres undefined),0%,-4%,2%
O=C(CSc1nnc(-c2cccnc2)n1Cc1ccccc1)N1CCOCC1,-10%,1%,-6%
CCC1(c2ccc(Cl)cc2)NC(=O)N(CC(=O)NC2CCCC(C)C2C)C1=O (centres undefined),26µM*,-1%,23µM*
CCOc1ccc(NC(=S)c2ccncc2)cc1,?,-2%,?
CCC(C(=O)Nc1ccc(C)c(Cl)c1)n1c(=O)c(-c2ccccc2NC(C)=O)nc2ccccc21 (centres undefined),13µM*,-3%,21µM*
Cc1ccc(C)c(NC(=O)CNC(=O)N2CC(=O)Nc3ccccc32)c1,27%,-2%,6%
CCCCn1c(N)c(N(CCOC)C(=O)c2ccc(N3CCCC3)c([N+](=O)[O-])c2)c(=O)[nH]c1=O,-11%,-3%,1%
CCCOc1ccc(-c2csc3nc[nH]c(=O)c23)cc1,?,-30%,?
Cc1cccc(C(=O)Nc2ccccc2SCC(=O)Nc2ccc(C)c(Cl)c2)c1,?,-2%,?
CSc1ncccc1C(=O)Nc1nc2c(C)cccc2s1,?,-5%,-2%
COC(=O)c1ccccc1CC1Cc2cc3c(cc2C1=O)CCC3 (centres undefined),?,.,?

# Just TDP1 cell CPT, for some of the entries so far:
SMILES | TDP1 cell CPT
Cn1c(SCC(=O)Nc2cccc(O)c2)nnc1-c1ccc(S(=O)(=O)N2CCOCC2)cc1 | 0%
COC(=O)c1ccccc1CC1Cc2cc3c(cc2C1=O)CCC3 (centres undefined) | ?

# The list continues.
SMILES,TDP1 cell noCPT,KAT2A inh,TDP1 cell CPT
COC(=O)[C@@]1(Cc2ccccc2)[C@H]2C(=O)N(C)C(=O)[C@H]2[C@H]2CN=C(SCC3CC3)N21,-19%,-1%,3.7µM*
O=C(NCCNC(=O)c1ccccn1)c1ccc(F)cc1,-6%,-9%,0%
Cc1ccc(S(=O)(=O)N2CCC[C@H]2C(=O)Nc2ccccc2Cl)cc1,16µM*,-4%,4%
COC(=O)C1=CN(C(C)C)C=C(C(=O)OC)C1c1cccc(OC)c1,-1%,?,2%
O=C(C1=NNCC1c1ccccc1)C1CO1 (centres undefined),-19%,-7%,?
Cc1cc(NC(=O)CCC(=O)N(c2cccc(F)c2)C(C(=O)NC2CCCC2)c2ccc(C)o2)no1 (centres undefined),?,-7%,-5%
CC(C)c1ccc(NC2CCCN(C(=O)c3cccc(N4CCNC4=O)c3)C2)cc1 (centres undefined),-4%,-5%,?
O=S(=O)(/C(=C\c1ccc(C(F)(F)F)cc1)c1nc2ccccc2[nH]1)c1ccccc1,2.1µM*,.,2.1µM*
Cc1nccn1CCCNC(=O)CC1C(=O)NCCN1Cc1ccc(F)cc1Cl (centres undefined),0%,-15%,1%
N#CCCCN1C(=O)C(O)(CC(=O)c2ccc3c(c2)OCCO3)c2ccccc21 (centres undefined),?,-25%,?
CC(C)NC(=O)NC(=O)CSc1nnc(C(F)(F)F)n1C,-1%,-11%,8%
N#Cc1cc([N+](=O)[O-])cnc1NCC(O)CO (centres undefined),-18%,-9%,-1%
CC(=O)NS(=O)(=O)c1ccc(NC(=O)c2ccc(NC(=O)c3cccs3)cc2)cc1,19%,-3%,1%
Cc1[nH]c(=O)c(C(=O)/C=C/c2ccccc2F)c2c1CCCC2,3.3µM*,-7%,4.6µM*
CCOC(=O)c1c(C)[nH]c(C)c1C(=O)COC(=O)c1ccc(Cl)c(S(N)(=O)=O)c1,?,-3%,-112%
C[C@@H]1CN([C@H](C)CO)C(=O)c2cccc(NS(=O)(=O)c3cccs3)c2O[C@H]1CN(C)Cc1ccccc1,12µM*,-5%,12µM*
CC1=C(C(=O)OCC2CCCO2)C(c2ccccc2Cl)NC(=O)N1 (centres undefined),-22%,-2%,-8%
Cc1cccc(C(=O)NC2CCN(CC(=O)Nc3ccc4c(c3)OCO4)CC2)c1,-9%,-2%,13%
O=C(CNC(=S)N(Cc1ccccc1)Cc1cccnc1)NC1CCCCC1,?,0%,-7%
Cc1nn2c(-c3ccccc3)nnc2c2ccccc12,-15%,-16%,-13%
COC(C[C@@H](O)CC(=O)COCc1ccccc1)OC,13%,-9%,-5%
Cc1ccc(NC(=O)C(C)OC(=O)CCC2CCCCC2)cc1 (centres undefined),?,-2%,?
COc1ccc(N(CC(=O)NCc2ccccc2)C(=O)CCC(=O)Nc2cc(C)ccn2)c(OC)c1,?,-1%,?
CCOC(=O)CSc1nnc(CSc2nc3sc4c(c3c(=O)[nH]2)CCC4)n1C,2%,0%,-7%
CC(C)CCN1CC(C(=O)NC(C)C)CC1=O (centres undefined),-6%,-2%,4%
COc1cc2c(cc1NCc1ccc3c(c1)OCO3)oc1ccccc12,-4%,-5%,-4%
C1CCN(C2CCN(c3nc4nonc4nc3N3CCSCC3)CC2)C1,8%,-7%,-5%
Cn1c(=O)oc2cc(S(=O)(=O)NCc3ccc(C(=O)O)cc3)ccc21,0%,-6%,-4%
CCOc1ccc(NC(=O)CC2C(=O)N(c3ccccc3)C(=O)N2Cc2cccc(OC)c2)cc1 (centres undefined),21µM*,2%,10µM*
COc1ccc(CC(=O)Nc2sc3c(c2C(=O)Nc2cccc(C)c2)CCCCC3)cc1,?,-6%,?
COc1ccc(-c2nc(SCC(=O)NC3CCCCC3)n[nH]2)cc1,?,2%,?
O=C(Cc1cccc(NC(=O)C2CCCN(C(=O)CCc3ccccc3)C2)c1)Nc1cccc(C(=O)N2CCOCC2)c1 (centres undefined),?,.,?
CCOC(=O)c1c(C)c(-c2ccccc2)n(CC(=O)Nc2cccc(F)c2)c1C,?,-3%,5%
CCCS(=O)(=O)N1CCCC(C(=O)NCc2ccco2)C1 (centres undefined),-14%,-3%,-1%
Cc1ccc(CNC(=O)c2c(-c3ccccc3Cl)noc2C)o1,?,6%,?
CCOc1ccc(N(CC)S(=O)(=O)c2cccc3nsnc23)cc1,?,-10%,?
CCn1c(=S)[nH]c2nc3c(cc2c1=O)CCCC3,?,-4%,?
CCCCn1c(N)c(N(CC)C(=O)CSc2nnc(-c3ccco3)n2CC)c(=O)[nH]c1=O,-7%,-3%,2%
Cc1noc(C)c1CSc1ncnc2sc3c(c12)CCCCC3,?,-7%,-18%
CC(C)(C)N1NC(=O)Nc2ccccc2C1=O,-8%,-5%,0%
O=C(O)C/C(=C\c1cc(Br)cs1)c1nc2ccccc2o1,5%,-7%,5%
COc1ccccc1C(=O)COC(=O)c1ccc(N(C)C)cc1,18µM*,-3%,?
O=C(Nc1nccs1)c1cc(S(=O)(=O)N2CCCCC2)ccc1Cl,?,-17%,-23%
Cc1ccc(-n2nc(C)c(/C=N/NC(=O)c3cccnc3)c2Cl)cc1,-29%,-2%,-12%
O=C(COC(=O)C1(c2ccc(Cl)cc2)CCCC1)Nc1ncc(C(F)(F)F)cc1Cl,?,0%,-19%
O=C(c1cc(COc2c(F)cccc2F)on1)N1CCC(c2ccccc2F)C1 (centres undefined),?,0%,-1%
CCN(CC)Cc1c(O)ccc2c(=O)c(-c3ccccc3)coc12,?,?,9.2µM*
CCn1c(SCc2cccc(C(F)(F)F)c2)nnc1-c1ccco1,-11%,-5%,-13%
CCC(C)NC(=O)c1cc(-c2ccccc2O)on1 (centres undefined),1%,-7%,-2%
CC1(C)CC(=O)c2c(Cc3ccccc3)noc2C1,-1%,-3%,8%
Cc1nc(Cl)sc1C(=O)O,3%,2%,?

# Not a retest: six of the compounds above.
SMILES,TDP1 cell noCPT,KAT2A inh,TDP1 cell CPT
O=C(O)C/C(=C\c1cc(Br)cs1)c1nc2ccccc2o1,5%,-7%,5%
COc1ccccc1C(=O)COC(=O)c1ccc(N(C)C)cc1,18µM*,-3%,?
O=C(Nc1nccs1)c1cc(S(=O)(=O)N2CCCCC2)ccc1Cl,?,-17%,-23%
Cc1ccc(-n2nc(C)c(/C=N/NC(=O)c3cccnc3)c2Cl)cc1,-29%,-2%,-12%
O=C(COC(=O)C1(c2ccc(Cl)cc2)CCCC1)Nc1ncc(C(F)(F)F)cc1Cl,?,0%,-19%
O=C(c1cc(COc2c(F)cccc2F)on1)N1CCC(c2ccccc2F)C1 (centres undefined),?,0%,-1%
